TbMetRS inhib: T. brucei MetRS inhibitors, primary screen, biochemical, luminescence; methionyl-tRNA synthetase (Trypanosoma brucei brucei); purified T. brucei MetRS, ATP depletion, Kinase-Glo luminescence; inhibition, % at 11.9 µM; 360,000 tested, 0.4% active; AID 624268, 2012;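 active means inhibition above a per-plate cutoff of the control wells' mean inhibition plus 3 SD, cut at about 5.5% in these data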;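 further: 0% = DMSO wells median and 100% = median of wells with control inhibitor compound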
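assay system = parasite MetRS enzyme | timing = 15 min preincubation, 2 h reaction, all 25 °C | evaluation = percent inhibition relative to median high and low control wells | medium = HEPES buffer containing pyrophosphatase, BSA, spermine, DTT | compound = single dose, 11.9 µM final nominal, 0.9% final DMSO | detection = Kinase-Glo luminescence, ATP depletion format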
SUMO1-SIM PPI: modulators of SUMO1 protein-protein interactions, primary screen, biochemical, uHTS. Small ubiquitin-related modifier 1 (Homo sapiens), P63165. SUMO1 binding to a labelled peptide, TR-FRET, 1 h. inhibition, % at 20 µM. 360,000 tested, 0.33% active; in the data active means inhibition above about 37%
Target sequence (P63165 whole entry, looked up): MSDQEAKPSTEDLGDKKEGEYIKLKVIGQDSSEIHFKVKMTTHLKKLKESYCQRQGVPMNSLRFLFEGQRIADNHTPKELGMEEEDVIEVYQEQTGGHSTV
NadD inh: inhibitors of S. aureus NadD, primary screen, biochemical, colorimetric, uHTS; Nicotinate-nucleotide adenylyltransferase NadD (Staphylococcus aureus N315); purified NadD enzyme, colorimetric absorbance read-out; inhibition, % at 20 µM; 360,000 tested, 0.78% active; in the data active means inhibition above about 26%; further: some compounds past the cut are filed as inactive
Scp-1 inhibitor: Scp-1 phosphatase inhibitors, primary screen, biochemical, colorimetric, uHTS; Recombinant Scp1, phosphopeptide, malachite green phosphate absorbance; inhibition, % at 20 µM; 340,000 tested, 0.88% active; AID 493091, 2011;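 active means inhibition above about 50% at 20 µM, limit read from the data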;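 further: plate controls were DMSO wells with enzyme for no effect and wells lacking enzyme for full effect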
Target sequence (Q9GZU7 76-261 limits assumed): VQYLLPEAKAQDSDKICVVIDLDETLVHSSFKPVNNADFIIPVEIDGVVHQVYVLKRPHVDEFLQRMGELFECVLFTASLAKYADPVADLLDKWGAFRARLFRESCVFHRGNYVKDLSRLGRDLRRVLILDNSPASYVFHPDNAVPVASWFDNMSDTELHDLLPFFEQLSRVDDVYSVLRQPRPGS
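Incubation: 45 min enzyme reaction at room temperature / System: truncated SCP-1 phosphatase (76-261aa) / Reagent: Phospho 17-mer peptide substrate / Buffer or medium: Acidic Tris acetate buffer with magnesium and detergent / Signal: absorbance at 630 nm / Doses: one concentration, 20 µM, with 1.0% DMSO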
CSN deneddyl inh: inhibitors of CSN-mediated cullin deneddylation, primary screen, biochemical, fluorescence polarization, uHTS | inhibition, % at 12.5 µM | 360,000 tested, 0.38% active | Purified CSN, SCF-Nedd8-OG deneddylation | COP9 signalosome complex subunit 5 (Homo sapiens), Q92905;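 active means pattern-corrected inhibition above about 35%, with an unprinted fluorescence ratio check between 0.5 and 1.5, limit read from the data, passing the limit was not always enough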;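 further: 0% = enzyme with substrate and 100% = substrate without enzyme; some results filed as inactive read as strong as hits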
Target sequence (Q92905 whole entry, looked up, one chain of several): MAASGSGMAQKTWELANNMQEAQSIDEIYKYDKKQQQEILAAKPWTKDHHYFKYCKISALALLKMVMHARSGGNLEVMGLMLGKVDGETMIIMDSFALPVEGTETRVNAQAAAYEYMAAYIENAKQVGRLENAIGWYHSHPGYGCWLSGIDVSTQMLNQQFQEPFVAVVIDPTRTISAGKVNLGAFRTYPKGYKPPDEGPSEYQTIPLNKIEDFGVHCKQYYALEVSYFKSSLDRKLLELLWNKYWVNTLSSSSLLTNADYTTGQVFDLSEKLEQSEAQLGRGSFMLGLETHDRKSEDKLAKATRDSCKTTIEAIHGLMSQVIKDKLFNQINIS
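Assay system: purified human Csn5 enzyme expressed in HEK293T cells; measure: % inhibition; also added: SCFSkp2-Nedd8OG substrate at 10 nM final; technique: fluorescence polarization; times: reaction 90 min, room temperature; medium: Tris buffer pH 7.5, NaCl, DTT, Tween-20, trehalose, ovalbumin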
STEP inh: STEP phosphatase inhibitors, primary screen, biochemical, fluorescence intensity, uHTS; 360,000 tested, 0.25% active; recombinant STEP, OMFP fluorogenic substrate; inhibition, % at 20 µM; Tyrosine-protein phosphatase non-receptor type 5 (Homo sapiens), P54829; AID 588621, 2011;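 active means inhibition at 20 µM, scaled per plate between control wells, above about 37%, limit read from the data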;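 further: 0% = DMSO with enzyme and substrate and 100% = substrate only without enzyme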
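System: STEP (striatal-enriched tyrosine phosphatase) enzyme, cell-free; medium: Bis-Tris pH 6.0 buffer with DTT, detergent; dosing: 20 µM, 1% DMSO; times: reaction 20 min, ambient temperature; detection: fluorescence, 480/540 nm; read-out basis: normalized % inhibition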
Rpn11 block: Rpn11 (PSMD14) deubiquitinase inhibitors, primary screen, biochemical, fluorescence polarization, uHTS | 26S proteasome non-ATPase regulatory subunit 14 (Homo sapiens), O00487 | calls only at 20 µM | 360,000 tested, 0.59% active | human 26S proteasome, Ub4-pepOG fluorescence polarization; 20S core pre-blocked with epoxomicin;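 active means inhibition at 20 µM, scaled to each plate's controls, above about 33%, limit read from the data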
MsrA inh: bovine MsrA enzyme inhibitors, primary screen, biochemical, absorbance, HTS. purified bovine MsrA, absorbance read-out. inhibition, % at 15.5 µM. Methionine sulfoxide reductase A (Bos taurus). AID 651718, 2012. 360,000 tested, 0.75% active; in the data active means inhibition above about 4.5%;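 further: 0% = vehicle wells with enzyme and 100% = reference inhibitor wells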
LMPTP block: LMPTP phosphatase inhibitors, primary screen, biochemical, fluorescence intensity, uHTS; inhibition, % at 20 µM; recombinant LMPTP-A, OMFP fluorogenic substrate; Low molecular weight phosphotyrosine protein phosphatase (Homo sapiens), P24666; AID 651560, 2012; 360,000 tested, 0.22% active;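 active means compounds that cut the enzyme signal by at least half of the control window in the single-dose screen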;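 further: plate controls were DMSO wells with enzyme plus substrate for no effect and substrate without enzyme for full effect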
Target sequence (P24666 whole entry, looked up): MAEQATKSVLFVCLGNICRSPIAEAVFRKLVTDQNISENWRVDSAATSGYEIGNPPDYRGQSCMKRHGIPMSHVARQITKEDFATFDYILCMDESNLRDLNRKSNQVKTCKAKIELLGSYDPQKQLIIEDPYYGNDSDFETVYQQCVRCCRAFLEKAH
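Assay system: LMPTP-A, protein tyrosine phosphatase of low molecular weight / Medium: pH 6.0 Bis-Tris buffer with DTT and Triton X-100 / Schedule: 50 min enzyme reaction at room temperature, protected from light / Measured by: endpoint fluorescence intensity from OMFP dephosphorylation / Read-out basis: % inhibition relative to no-enzyme and uninhibited control wells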
DNMT1 block: human DNMT1 methyltransferase inhibitors, primary screen, biochemical, molecular beacon, fluorescence, HinP1I cleavage, uHTS | inhibition (reported as % activation of signal), % at 10 µM | 360,000 tested, 0.83% active | DNA (cytosine-5)-methyltransferase 1 (Homo sapiens), P26358; in the data active means inhibition above about 50%
Numbers without * were called inactive; i = inactive; . = not tested or not shown; + = active, no number. This is a random part of the collection; 3.9% or so of the library scored in one or more.

SMILES	TbMetRS inhib	SUMO1-SIM PPI	NadD inh	Scp-1 inhibitor	CSN deneddyl inh	STEP inh	Rpn11 block	MsrA inh	LMPTP block	DNMT1 block
Cc1c(C)n(C)c2ccc(C(=O)NCCCN3CCCCC3)cc12	-0.5	-29	-8	-8	6	0	i	1.2	-1.4	-4
O=C(Nn1cnnc1)c1ccc([N+](=O)[O-])cc1Cl	0.1	-10	1	-11	99	2	i	-0.1	-1.4	4
CCN(CCO)c1nc(N2CCCCC2)c2cnn(C)c2n1	-0.1	4	2	-7	-2	0	i	1.8	-1.2	-2
Cc1cccc(NC(=O)Nc2ccccn2)c1C	0.1	2	-1	-1	2	-3	i	-0.8	0.5	16
Cc1noc(C)c1COC(=O)CCc1nc2ccccc2c(=O)[nH]1	-0.3	-2	-2	0	-2	1	i	0.2	-1.6	2
CC(C)(C)OC(=O)NCCc1nnc(SCC(N)=O)o1	-1.3	2	-1	-5	-3	0	i	0.7	-2.7	6
CCNC(=S)N/N=C/c1ccc(OCC(=O)Nc2ccc(OC)cc2)c(OC)c1	0.0	-1	-2	-8	0	-1	i	3.5	0.5	-6
CSc1ncccc1C(=O)OCc1ccc(C#N)cc1	-0.2	7	1	-8	4	-12	i	-1.5	0.8	3
COC1CCN(C(=O)c2cc(COc3cc(C)ccc3C)on2)CC1	0.2	7	-1	.	-2	2	i	-0.7	-1.1	1
Cc1nc(NC(=O)c2oc3ccccc3c2C)sc1C(=O)N(C)C	-0.1	0	-8	-8	-2	0	i	4.4	-0.5	4
O=C1C=C(Nc2ccccc2)CC(c2ccccc2)C1 (configuration not stated)	-1.6	-1	-2	2	-4	-3	i	0.9	-1.9	5
O=C(CCC(=O)N1CCOc2ccccc21)NCCN1CCOCC1	0.6	-3	-3	8	-4	-5	i	-1.4	1.0	0
CN(C)/C=N/c1sc2c(c1C(N)=O)CCCC2	-0.3	-8	2	-5	-10	1	i	-0.4	0.8	0
O=C(O)CCN1C(=O)c2ccc(NC(=O)C(c3ccccc3)c3ccccc3)cc2C1=O	-0.4	-19	-13	67*	-2	-1	i	0.6	0.4	3
COc1ccccc1NC(=O)C1=C(C)Nc2nnnn2C1c1cccc(C)c1 (configuration not stated)	0.1	-1	0	-9	-1	-1	i	-0.1	-1.0	0
O=C(COC(=O)[C@H](Cc1ccccc1)N1C(=O)c2ccccc2C1=O)Nc1ccc2c(c1)OCO2	-0.3	-4	-8	-12	0	-1	i	3.2	3.4	-12
COc1ccc(Cl)cc1NC(=O)CSc1nnc(COc2ccccc2)n1C	0.0	2	-2	-1	1	-1	i	0.8	0.9	-6
CCCCc1cc(=O)oc2cc(C)cc(OC(C)C(=O)NCC3CCC(C(=O)O)CC3)c12 (configuration not stated)	0.6	3	4	7	0	-3	i	1.1	-1.5	-1
CCCCn1c(=O)cc(C)n(-c2ccccc2)c1=O	-1.3	-6	-4	3	2	0	i	-1.4	-1.4	-5
COC(=O)C1=C[C@@H](C(=O)OC)[C@@H]2C3=C(C(=O)[C@]2(C)NC(=O)c2ccccc2)[C@H](C)n2c(=O)n(C)c(=O)n2[C@@H]3C1	-0.3	-2	-7	1	-2	-2	i	0.1	-1.5	2
CC(NC(=O)C1CCCN1S(=O)(=O)c1cccc2cccnc12)c1ccccc1 (configuration not stated)	0.1	1	-1	-6	-1	-2	i	0.0	-1.3	0
CCN(CC)C(=O)CSc1nc2ccccc2o1	-0.7	3	9	-2	-2	-2	i	0.0	1.2	-1
O=C(NCCN1CCOCC1)c1nn2c(c1Cl)NC(c1ccccc1)CC2C(F)(F)F (configuration not stated)	-1.5	-3	3	-3	1	-10	i	0.0	-0.6	2
COCC(O)CSc1nc(C)[nH]c1[N+](=O)[O-] (configuration not stated)	-0.6	-9	-6	-13	-3	-2	i	.	-2.9	1
C=CCn1c(CCC(O)COCCCCC)n[nH]c1=S (configuration not stated)	1.7	0	1	48	2	-1	i	-0.1	-2.3	5
Cc1ccsc1/C=C/c1n[nH]c(=O)c(C#N)c1C	-0.9	-33	-2	-5	-5	-2	i	2.6	-2.8	3
COc1ccc(N(C(=O)c2snc(C(N)=O)c2N)C(C(=O)NCC2CCCO2)c2ccc3ncccc3c2)cc1OC (configuration not stated)	0.6	-13	0	-5	-1	1	i	1.2	0.3	1
Cc1ccc(N2C(=O)NC(NC(=O)c3ccc(Cl)cc3)(C(F)(F)F)C2=O)cc1 (configuration not stated)	0.1	1	-6	-9	1	-3	i	0.7	0.2	-4
CCOC(=O)c1[nH]c(=O)c2ccccc2c1O	0.3	-10	0	2	-9	1	i	1.7	-1.3	-7
Cc1cc(Cl)nc(-n2nc(C)cc2C)n1	0.1	1	-4	-11	0	4	i	-1.4	-2.4	-1
Cc1ccc(CSc2nnc(CC(=O)Nc3ccc(C)cc3)n2C)cc1	-1.1	1	0	9	-7	-4	i	0.9	-1.9	-2
COc1ccc(C(=O)N/N=C2\CCS(=O)(=O)c3ccc(F)cc32)cc1OC	0.3	-15	-5	-7	-1	2	i	1.3	-1.8	0
Fc1ccc(C2c3[nH]c4ccccc4c3CCN2Cc2ccoc2)cc1 (configuration not stated)	0.2	2	-3	-9	8	2	i	0.2	1.8	-3
COC(=O)CCCn1c(C)cc(C(=O)CCl)c1C	-0.2	1	0	11	0	1	i	0.1	0.2	18
Cc1ccccc1CN1CCN(c2ccc(S(=O)(=O)N3CCCC3)cn2)CC1	0.3	-4	-1	-4	0	-1	i	-0.9	0.3	-4
CCN(CC(=O)Nc1c(F)cccc1F)C(=O)c1ccc2c(c1)S(=O)(=O)N=C1CCCCCN12	-0.2	-2	-5	1	0	-1	i	-0.2	-0.9	2
O=C(NCCN1CCOCC1)c1ccc(NC(=O)C2COc3ccccc3O2)cc1 (configuration not stated)	0.6	0	-2	-9	1	0	i	0.7	-1.0	4
CCCCn1c(N)c(N(CCOC)C(=O)CSc2nnc(-c3ccncc3)n2CCC)c(=O)[nH]c1=O	-0.3	3	0	-9	-3	2	i	0.4	-0.6	5
Cc1ccc(NC(=O)c2cc(S(=O)(=O)N3CCOCC3)ccc2F)c(C)c1	-0.1	3	2	-1	2	-3	i	1.0	-0.4	0
Cc1ccc(C(=O)N/C(=C\c2cccnc2)c2nc3ccccc3[nH]2)cc1	15*	-13	0	-14	1	0	i	3.9	-0.2	-1

Just CSN deneddyl inh, LMPTP block and Rpn11 block (two entries from above):
SMILES	CSN deneddyl inh	LMPTP block	Rpn11 block
Cc1ccc(NC(=O)c2cc(S(=O)(=O)N3CCOCC3)ccc2F)c(C)c1	2	-0.4	i
Cc1ccc(C(=O)N/C(=C\c2cccnc2)c2nc3ccccc3[nH]2)cc1	1	-0.2	i

(next part)
SMILES	TbMetRS inhib	SUMO1-SIM PPI	NadD inh	Scp-1 inhibitor	CSN deneddyl inh	STEP inh	Rpn11 block	MsrA inh	LMPTP block	DNMT1 block
CC1(C(=O)NS(=O)(=O)c2cccc(C#N)c2)CCN1C(=O)Cc1ccccc1 (configuration not stated)	-0.3	1	-3	.	3	5	i	1.0	0.0	6
CC(C)[C@H](NC(N)=O)C(=O)NNC(=O)COc1cccc(C(F)(F)F)c1	-0.2	0	-1	0	-1	0	i	-0.7	-0.9	23
CN(c1ccc(C(=O)Nc2ccc3c(c2)n(C)c(=O)n3C)cc1)S(C)(=O)=O	-0.5	0	-3	-9	1	-2	i	1.3	0.4	0
CCOC(=O)c1cnn2c(N)c(C#N)nnc12	0.3	-20	0	1	-3	-4	i	3.3	0.0	4
Cc1onc(-c2c(F)cccc2Cl)c1C(=O)NCCc1ccncc1	-0.2	2	-8	-5	3	2	i	-0.1	-0.8	5
CCOC(=O)C(=O)Cc1nc(OCc2ccccc2)cc(OCc2ccccc2)n1	-0.5	1	11	-21	0	2	i	1.4	2.3	-7
O=S1(=O)CC(N2CCN(c3ccccn3)CC2)CN1Cc1ccccc1 (configuration not stated)	-1.8	-5	-5	.	2	-2	i	0.6	-0.7	5
CCc1nc2c(OCc3ccc4c(c3)OCO4)cccn2c1N(C=O)Cc1ccc(OC)cc1	-0.3	2	5	.	-1	0	i	-1.3	0.5	-8
O=C(COc1coc(CN2CCc3ccccc32)cc1=O)Nc1cccc(F)c1	-0.1	-1	1	4	0	11	i	-0.1	7.1	5
Cc1ccc(S(=O)(=O)c2cn(C)c3cc(N4CCOCC4)c(F)cc3c2=O)cc1	0.2	3	3	-8	3	0	i	1.0	0.0	0
COCCCn1c(=O)/c(=C/c2ccccc2OC(F)F)s/c1=C(\C#N)C(=O)NCCOC	-0.2	-14	-8	-12	33	-2	+	1.0	-2.7	-1
O=C(CSc1nncs1)NC(=O)Nc1ccc2c(c1)OCCO2	-0.9	4	-8	-11	-1	-3	i	2.7	-1.5	1
C=CCC(NCc1ccccc1)c1ccc(Cl)cc1 (configuration not stated)	-1.0	-4	-1	1	-19	-1	i	0.6	-1.5	3

Part of the list above in a different format.
Results follow in this order: TbMetRS inhib, SUMO1-SIM PPI, NadD inh, Scp-1 inhibitor, CSN deneddyl inh, STEP inh, Rpn11 block, MsrA inh, LMPTP block, DNMT1 block
COCC(O)CSc1nc(C)[nH]c1[N+](=O)[O-] (configuration not stated)
→ -0.6, -9, -6, -13, -3, -2, i, ., -2.9, 1
O=C1C=C(Nc2ccccc2)CC(c2ccccc2)C1 (configuration not stated)
→ -1.6, -1, -2, 2, -4, -3, i, 0.9, -1.9, 5
C=CCn1c(CCC(O)COCCCCC)n[nH]c1=S (configuration not stated)
→ 1.7, 0, 1, 48, 2, -1, i, -0.1, -2.3, 5
COc1ccc(Cl)cc1NC(=O)CSc1nnc(COc2ccccc2)n1C
→ 0.0, 2, -2, -1, 1, -1, i, 0.8, 0.9, -6

Bioassay records as filed in PubChem BioAssay.
